SDO1 yeast rescue – restores growth of sdo1-depleted yeast; S. cerevisiae sdo1-depleted JHY4D growth rescue, OD600 30 h; stronger effect = higher value; pdr5 snq2 efflux-pump mutant strain; z-score at 10 µM; 0.21% of 140,000 active; AID 817;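 active = z-score above 3 at both the 24 hr and the 30 hr optical density reads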;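 note: z-score against mean and SD of all compound wells on the same plate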
Insulin prom inh – TRM-6 insulin promoter activity inhibition; TRM-6 cells (human fetal islet line), insulin promoter-eGFP reporter, imaging; reporter expression induced with tamoxifen; inhibition, % at 2 µM; 0.9% of 130,000 active; AID 1273;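 active = inhibition above the mean plus 3 SD, with well images judged a real hit on visual review, cut at about 60% in these data, passing the limit was not always enough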
SDO1 yeast rescue Rescue 24 h – recorded beside SDO1 yeast rescue, whose call it bears; z-score; S. cerevisiae sdo1-depleted JHY4D growth rescue, OD600; measured here: growth rescue at 24 h;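 0 is the plate mean of compound wells and units are plate SD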
The depositor's hits bear a star; · = no result given; [ ] = dose if it differs, or a comment.

Compound	SDO1 yeast rescue Rescue 24 h	Insulin prom inh	SDO1 yeast rescue
C=CCOC(=O)C1C(=O)CC(C)(O)C(C(=O)OCC=C)C1c1ccc(OCC)cc1 (configuration not stated)	0.4	-114	0.13
CCCCOCP(=O)(CC)COCCCC	-0.3	27	0.28
Cc1cnc(C(=O)OCC(=O)NC2CCCCC2)cn1	0.89	9	1.1
CCOc1cc(C(=O)NC2=NCCS2)cc(OCC)c1OCC	·	47	·
COCCCNC(=O)C1CC(=O)N(Cc2ccc(OC)cc2)C1 (configuration not stated)	3	-3	2
O=Cc1ccc(OC(=O)c2cc(Cl)nc3ccccc23)cc1	-0.42	40	-0.3
CCOC(=O)C1CCN(c2c(NCc3ccc(C(=O)N(C)Cc4ccccc4)cc3)c(=O)c2=O)CC1	·	-42	·
CCN(C(=O)C1CCCCC1)c1nnc(-c2cccnc2)s1	-0.78	-123	0.37
O=C(Nc1c(-c2cccs2)nc2ccccn12)c1ccc2ccccc2c1	-0.88	·	-0.91
O=C(Nc1ccc(CN2CCOCC2)cc1)c1ccc(-c2ccc(Br)cc2)o1	-1.2	-118	-2
COc1ccc(Cc2n[nH]c(=O)c3ccccc23)cc1OC	-0.13	0	0.23
O=C(Nc1cc(S(=O)(=O)N2CCCCC2)ccc1O)c1ccccc1NS(=O)(=O)c1ccc(F)cc1	-0.07	-43	0.28
Cc1ccc(CN2CCN(Cc3cccc(C)n3)CC2CCO)cc1 (configuration not stated)	·	33	·
CCCc1cc(=O)[nH]c(SCc2ccccc2)n1	0.32	-20	0.19
CCN(CC)C(=O)CSc1nc2cc3c(cc2c(=O)n1CCCC(=O)NCc1ccc(OC)cc1)OCO3	·	-43	·
CCOC(=O)c1c(C)oc2c1cc(O)c1ccccc12	-1.6	55	-1.9
O=C(N/N=C\c1cccnc1)C1c2ccccc2Oc2ccccc21	·	-56	·
COc1ccccc1NC(=O)C(=O)NCc1ccncc1	-0.12	33	0.49
CNCc1ccccc1Sc1cccc2ccccc12	-0.69	-48	-0.81
O=C(CSC(=S)N1CCOCC1)Nc1nc(=O)c2ccccc2s1	-0.05	-23	1.1
O=C(OCCCc1ccncc1)c1ccc(S(=O)(=O)N2CCOCC2)cc1	-0.42	·	-0.3
Cc1ccc2nc(Nc3nc(-c4ccccc4)cc(=O)[nH]3)nc(C)c2c1	0.58	-30	-1.5
CN(C)CCNC(=O)C1CC(=O)N(c2ccc(F)c(Cl)c2)C1 (configuration not stated)	-0.89	-23	0.22
COC(=O)C1=C(C(=O)OC)C2(OC1c1ccc(Br)cc1)C(=O)c1ccccc1C2=O (configuration not stated)	-0.29	20	-0.93
CCCC(NCC(O)COc1ccc(-c2ccccc2)cc1)c1ccccc1 (configuration not stated)	·	-117	·
CC(C)CCNC(=O)Cc1ccccc1[N+](=O)[O-]	-0.58	-100	0.3
CC(=O)NC(Cc1ccc(F)cc1)C(=O)NC1CCN(c2nnnn2-c2ccccc2)CC1 (configuration not stated)	0.52	-272	0.86
CCOc1ccc(C2C(C(=O)O)c3ccccc3C(=O)N2CCN2CCOCC2)cc1 (configuration not stated)	-0.61	·	-0.18
Cc1ccc(N(C(=O)Cc2c[nH]c3ccccc23)C(C(=O)NC2CCCCC2)c2ccco2)cc1 (configuration not stated)	-0.32	15	-0.17
COC(=O)c1c(NC(=O)CN2CCN(S(=O)(=O)c3ccccc3[N+](=O)[O-])CC2)sc2c1CCC(C)C2 (configuration not stated)	-0.88	15	-1
Cn1c(=O)c2c(nc(CN3CCCCC3)n2CCc2ccccc2)n(C)c1=O	-0.14	37	0.35
CCOC(=O)C1=c2s/c(=C\c3cccnc3)c(=O)n2C(N)=C(C(=O)OC)C1c1cccnc1 (configuration not stated)	0.18	-3	-0.93
Cc1nnc(SCC(=O)NCc2ccccc2)n1-c1ccccc1	-0.75	29	0.03
O=C(CNC(=O)c1ccccc1)NCCO	·	-70	·
CCN(CC)c1ccc(NC(=O)c2cncc(Br)c2)cc1	0.01	-48	0.28
O=C(NCCc1ccccc1)c1ccc(Cl)c([N+](=O)[O-])c1	-0.47	-23	-0.69
Cc1cc2c(cc1C)CSC(c1ccc(O)cc1)SC2	-1.5	24	-2.4
CC(=Nc1ccccc1)C1=C(O)COC1=O	0.55	-7	0.59
Cc1ccc(S(=O)(=O)N(C)C)cc1-n1c(SCC(=O)Nc2ccc(F)cc2Cl)nc2ccccc2c1=O	0.76	0	-0.1
O=C(N/N=C/c1ccc(-c2ccc(Br)cc2)o1)c1ccc2c(c1)OCO2	·	-123	·
CC(NS(C)(=O)=O)C(c1cccs1)N1CCN(C)CC1 (configuration not stated)	0.53	·	0.37
O=C(CC1NCCNC1=O)Nc1cc(Cl)cc(Cl)c1 (configuration not stated)	1	-56	0.82
Cc1ccn2cc(-c3cnoc3C)nc2c1	-0.42	·	0.25
NC(=O)C1CCN(C(=O)CN2CCc3ccccc32)CC1	0.13	9	0.16
CCN(CC)S(=O)(=O)c1ccc(NC(=O)Cn2c(=O)oc3ccccc32)cc1	-0.02	·	0.17
CN1CCc2ccccc2C1C1CCNCC1 (configuration not stated)	-0.1	-6	0.23
O=C1CC(N2CCOCC2)C(=O)N1c1cccc(Cl)c1 (configuration not stated)	1.8	-43	1.8
CC1C=CCC2C(=O)N(c3cccc(C(=O)N4CCN(c5ccc(F)cc5)CC4)c3)C(=O)C12 (configuration not stated)	0.49	·	0.21[6.7 µM]
C=CCOc1ccc2c(c1)c(S(=O)(=O)c1ccc(C)cc1)cn2COC	-0.27	0	-0.17
CCN(C(=O)COC(=O)c1cccnc1Nc1ccccc1F)C1CCS(=O)(=O)C1 (configuration not stated)	0.47	-67	0.58

Remaining list, next part.
Compound	SDO1 yeast rescue Rescue 24 h	Insulin prom inh	SDO1 yeast rescue
COc1cccc(C2C(C(=O)OC(C)C)=C(C)Nc3ncnn32)c1 (configuration not stated)	-0.97	·	-0.32
N#C/C(=C\Nc1ccc2c(c1)OCCO2)c1nc2ccccc2[nH]1	0	-117	-0.69
CCCCC(C(=O)O)C(C)CC(=O)Nc1ccn(-c2ccccc2)n1 (configuration not stated)	-0.14	27	0.71
O=c1c2c3c(sc2n(CCN2CCCCC2)c(=O)n1Cc1ccco1)CCCCC3	0.18	-11	0.06
CCCc1cc(C(=O)N/N=C/c2ccc(CC)s2)c2ccccc2n1	-0.27	29	-0.59
Cc1nn(CCCC(=O)N2CCN(c3ccc(F)cc3)CC2)c(C)c1[N+](=O)[O-]	·	-100	·
COc1ccc(-c2nc3ccccn3c2/N=C/c2ccc(OC)c(OC)c2)cc1O	0.52	-26	1
COc1ccc(C2N(Cc3ccccc3)CC(=O)N2/N=C(\C)c2ccccc2)cc1 (configuration not stated)	-0.1	-86	0.83
S=c1[nH]nc(-c2cccnc2)n1C1CCCCC1	0.78	11	0.89
COC(=O)Cn1c(C)nc2ccccc21	-0.69	6	-0.37

Compounds shown so far that contain bromine:
Compound	SDO1 yeast rescue Rescue 24 h	Insulin prom inh	SDO1 yeast rescue
O=C(Nc1ccc(CN2CCOCC2)cc1)c1ccc(-c2ccc(Br)cc2)o1	-1.2	-118	-2
COC(=O)C1=C(C(=O)OC)C2(OC1c1ccc(Br)cc1)C(=O)c1ccccc1C2=O (configuration not stated)	-0.29	20	-0.93
CCN(CC)c1ccc(NC(=O)c2cncc(Br)c2)cc1	0.01	-48	0.28
O=C(N/N=C/c1ccc(-c2ccc(Br)cc2)o1)c1ccc2c(c1)OCO2	·	-123	·

More compounds follow:
Compound	SDO1 yeast rescue Rescue 24 h	Insulin prom inh	SDO1 yeast rescue
Cc1cc(=O)oc2c(N)c(O)ccc12	-1.1	·	-0.44
CSc1nc(Oc2ccc(F)cc2)c2ccccc2n1	-1.4	23	-1.3
COc1ccc(S(=O)(=O)N2CCCC2C(=O)Nc2nccs2)cc1 (configuration not stated)	0.23	-49	0.46
O=C(Oc1cc(=O)oc2ccccc12)c1cccnc1Cl	-0.18	-54	0.26
Cc1cc(=O)n2nc(N3CCCC(C(=O)NC(C)c4ccccc4)C3)sc2n1 (configuration not stated)	0.15	15	0.43
CCCCNC(=O)CSc1nnc(-c2c[nH]c3ccccc23)n1CC1CCCO1 (configuration not stated)	0.45	-17	0.78
CC(C)c1ccc(/C=C2\SC(N3CCCC3)=NC2=O)cc1	-0.78	-33	-0.91
CCCc1nc2ccc(NC(=O)c3ccco3)cc2c(=O)n1Cc1ccc(Cl)cc1	-0.32	56	-0.55
COc1ccc(NC(=O)C(=O)NCCN2CCN(C(=O)c3cccs3)CC2)cc1	0.24	61	0.72
CCOc1ccc(C(=O)Nc2c(C(N)=O)oc3ccccc23)cc1	-1	-381	-1.6

Filtered by structure: those above containing a COOH group
Compound	SDO1 yeast rescue Rescue 24 h	Insulin prom inh	SDO1 yeast rescue
CCOc1ccc(C2C(C(=O)O)c3ccccc3C(=O)N2CCN2CCOCC2)cc1 (configuration not stated)	-0.61	·	-0.18
CCCCC(C(=O)O)C(C)CC(=O)Nc1ccn(-c2ccccc2)n1 (configuration not stated)	-0.14	27	0.71

Remaining list, next part.
Compound	SDO1 yeast rescue Rescue 24 h	Insulin prom inh	SDO1 yeast rescue
COc1ccc(Cl)cc1NC(=O)CNc1ccc(F)cc1C	-1.7	·	-1.6
CC1CCCC(C(=O)OCc2ccccc2)N1 (configuration not stated)	-0.65	48	-0.05
O=C1NC(c2ccccc2)=C(c2nc3ccccc3s2)C(c2ccc(F)cc2)N1 (configuration not stated)	-0.82	8	-1.8
O=C(N/N=C/c1ccccn1)c1ccc(Br)o1	-0.54	-6	0.24
Cn1c(=O)c2c(SCC(=O)N3CCCc4ccccc43)nc(C3CC3)nc2n(C)c1=O	-1.4	·	-1.9
CC(=NCc1ccccc1)C1=C(O)COC1=O	-1.1	·	-0.41
COc1ccc(-c2cc(C(=O)NCCc3ccccc3)no2)cc1OC	-1.1	23	-1.3
N#Cc1cnn2c(-c3ccc(Cl)cc3Cl)ccnc12	·	-43	·
Cc1ccc(-n2c(C)cc(C(=O)CSc3nnc4ccccn34)c2C)cc1	-1	·	-0.8
Cc1cccc(NCN2C(=O)c3ccccc3C2=O)c1	0.37	33	1.8
CCn1ncc(Br)c1C(=O)Nc1ccc(F)c([N+](=O)[O-])c1	0.74	-238	1.5
Cc1nc(NC(=O)CN(C)S(=O)(=O)c2ccc(Cl)cc2)sc1C	-1.5	80*	-1
CCNc1nc(C)c2cc(Br)c(=O)n(CC)c2n1	-0.27	·	-0.47
O=C(c1cnc2n(c1=O)CCS2)N1CCN(c2ccccc2F)CC1	1.2	·	1.5
COC(=O)CCCCCCCCCCN1CCCCC1	-0.42	-8	0.05
CSc1nc(NCC(C)C)c2c3c(sc2n1)CN(C)CC3	0.27	-29	-0.23
Cc1sc2nc(SCC(=O)Nc3c(C)n(C)n(-c4ccccc4)c3=O)n(C)c(=O)c2c1C	0.84	-11	0.9
Cc1ccc(N(CC(=O)NCCc2ccccc2)S(=O)(=O)c2c(C)noc2C)cc1	-1.3	-119	-1.4
O=c1c2ccccc2nnn1CSc1nnnn1-c1ccccc1	-0.11	-11	0.03
N#Cc1nc(COc2ccc(Br)cc2)oc1N1CCCC1	-0.5	9	-1

Looked up above:
O=C(c1cnc2n(c1=O)CCS2)N1CCN(c2ccccc2F)CC1 @ SDO1 yeast rescue Rescue 24 h: 1.2
Cc1ccc(N(CC(=O)NCCc2ccccc2)S(=O)(=O)c2c(C)noc2C)cc1 @ SDO1 yeast rescue: -1.4
CSc1nc(NCC(C)C)c2c3c(sc2n1)CN(C)CC3 @ Insulin prom inh: -29
N#Cc1nc(COc2ccc(Br)cc2)oc1N1CCCC1 @ Insulin prom inh: 9

The list continues.
Compound	SDO1 yeast rescue Rescue 24 h	Insulin prom inh	SDO1 yeast rescue
Cc1ccnc(N2C(=O)c3ccccc3C2O)c1 (configuration not stated)	-0.81	·	-0.21
Cc1c(CN(C)C(=O)c2nn(C)cc2[N+](=O)[O-])cnn1C	-0.08	-6	0.39
CCOC(=O)C1(CC)NC(c2ccco2)C2C(=O)N(C)C(=O)C21 (configuration not stated)	-1.2	27	-0.43
COc1ccc(CCN2CNc3c(c(=O)n(C)c(=O)n3C)C2)cc1OC	-1.3	3	-0.53
CCOc1ccc(Nc2cc(=O)oc3ccccc23)cc1	-0.75	-23	-0.91
CCN(CC(=O)NCc1cccs1)S(=O)(=O)c1ccc(C(C)C)cc1	-0.14	-6	-0.05
CCC(C(=O)NC1CCCCC1)N(CC1CCCO1)C(=O)CNS(=O)(=O)c1ccc(OC)cc1 (configuration not stated)	-0.08	·	0.22
COc1ccc(CCC(=O)Nc2cc(Cl)ccc2OC)cc1	-1.2	4	-1.3
CNC(=O)NC(=O)COC(=O)CCCOc1ccc(OC)cc1	0.43	·	0.95
COC(=O)c1sccc1NC(=S)N1CC(C)CC(C)C1 (configuration not stated)	-0.67	·	-1.6
CCOC(=O)C1CCCN(C(=O)c2cc3c(C)nc4ccccc4c3o2)C1 (configuration not stated)	-1.6	-3	-1.3
COc1ccc(NC(=O)COC(=O)CNC(=O)c2cc(OC)c(OC)c(OC)c2)cc1	-0.6	30	0.16

Screens as filed in PubChem.

An excerpt (hit frequency here may not be typical).
